# High-throughput results from PubChem BioAssay.
# OXTR potentiator = potentiators of human oxytocin receptor; P30559; CHO-OTR cells, Fluo-8 calcium fluorescence, potentiator mode; 0% = oxytocin EC15, 100% = EC100; activation, % at 3 µM; hit rate 0.061% among 320,000;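 active = activation above that plate's cutoff, the mean activation of tested compounds plus 3 SD, cut at about 6.6% in these data, passing the limit was not always enough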;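 note: 100% uses oxytocin at 75 nM as the full agonist control; some results filed as inactive read as strong as hits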
# Target sequence (P30559 whole entry, looked up): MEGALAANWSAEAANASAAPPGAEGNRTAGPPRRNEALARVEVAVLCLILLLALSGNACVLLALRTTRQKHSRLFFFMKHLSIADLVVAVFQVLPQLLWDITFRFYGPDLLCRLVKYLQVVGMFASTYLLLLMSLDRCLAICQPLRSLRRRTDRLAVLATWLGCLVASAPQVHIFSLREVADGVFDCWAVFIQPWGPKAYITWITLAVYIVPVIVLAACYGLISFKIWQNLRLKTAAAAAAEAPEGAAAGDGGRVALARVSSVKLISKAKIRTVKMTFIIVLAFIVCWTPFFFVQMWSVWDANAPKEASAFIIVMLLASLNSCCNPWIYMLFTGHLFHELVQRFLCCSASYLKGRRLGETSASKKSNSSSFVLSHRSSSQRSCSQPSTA
#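 System: human OTR in CHO cells; Also added: sub-maximal oxytocin, roughly EC15; Timing: compound 6 min at room temperature before oxytocin, 100 s read; Technique: Fluo-8 intracellular calcium fluorescence, ex 470-495, em 515-575 nm; Controls: oxytocin EC15 low and EC100 high; Replication: singlicate.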
# M1 PAM = potentiates human M1 receptor response to acetylcholine; P11229; CHO-K1 hM1, Fluo-8 calcium fluorescence, ACh EC20; 0% = ACh EC20, 100% = maximal ACh; activation, % at 3 µM; hit rate 0.088% among 360,000; in the data active = activation above about 19%, passing the limit was not always enough
# V1R ag counter = counter-screen for oxytocin receptor agonists: human V1a receptor agonists | P37288 | CHO-V1R cells, Fluo-8 calcium fluorescence, agonist mode; 0% DMSO, 100% 3 nM vasopressin | activation, % at 3 µM | hit rate 0.25% among 320,000 | AID 2797;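 active = activation above the mean activation of all tested compounds plus 3 SD, per screening run, cut at about 20% in these data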;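 note: signal is peak over basal fluorescence ratio across a 100 second FLIPR read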
# M1 antag = blocks human M1 muscarinic receptor; P11229; CHO-K1 hM1, Fluo-8 calcium fluorescence, ACh EC80 antagonist; inhibition, % at 3 µM; hit rate 1.3% among 360,000; AID 588852;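 active = percent inhibition above its own plate's cutoff, namely the mean of that plate's compound wells plus 3 SD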;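 note: peak over basal fluorescence ratio during 140 s after agonist addition; 0% = ACh EC80 plus DMSO and 100% = DMSO alone without agonist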
# CHRM1 agonist = agonists of human M1 muscarinic receptor | hit rate 0.33% among 360,000 | activation, % at 3 µM | AID 588814 | CHO-K1 hM1, Fluo-8 calcium fluorescence, agonist mode; 0% DMSO, 100% acetylcholine EC100 | P11229;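 active = activation above the run's mean compound activation plus 3 SD, cut at about 16% in these data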;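 note: peak over basal fluorescence ratio within a 140 s kinetic read after compound addition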
# OXTR agonist = activates the human oxytocin receptor. CHO-OTR cells, Fluo-8 calcium fluorescence; normalized: DMSO 0%, oxytocin 100%. activation, % at 3 µM. hit rate 0.32% among 320,000. AID 2435. P30559;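 active = activation above the mean of all tested compounds plus 3 SD, cutoff set per screening run, cut at about 20% in these data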;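 note: peak over basal fluorescence ratio from a 100 s FLIPR kinetic read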
# CHO parental Ca = counter-screen: ATP calcium response change in parental CHO cells; hit rate 0.63% among 330,000; AID 463079; parental CHO-K1, ATP-induced calcium, Fluo-8 fluorescence; inhibition, % at 5.6 µM;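 active = inhibition above that plate's mean sample inhibition plus 3 SD, cut at about 26% in these data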;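 note: 0% = ATP-challenged DMSO wells and 100% = DMSO wells without ATP; some compounds past the cut are filed as inactive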
#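 Material: Parental CHO cells | Reagent: ATP | Compound dosing: Single nominal dose of 5.6 µM per compound | Detection: Intracellular calcium via Fluo-8 no-wash fluorescent dye | Read-out: % inhibition of ATP-induced calcium mobilization | Benchmarks: Low control ATP plus DMSO, high control DMSO only | Replicates: Singlicate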
# TAAR1 antag = human TAAR1 antagonism | AID 624466 | CHO RD-HGA16 TAAR1, Fluo-8 calcium fluorescence, antagonist | inhibition, % at 3 µM | Q96RJ0 | hit rate 1.5% among 360,000;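 active = inhibition above a per-plate cutoff, the mean inhibition of test compounds on that plate plus 3 SD, cut at about 49% in these data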;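 note: 0% = DMSO plus EC80 beta-PEA response and 100% = DMSO alone without agonist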
# Target sequence (Q96RJ0 whole entry, looked up): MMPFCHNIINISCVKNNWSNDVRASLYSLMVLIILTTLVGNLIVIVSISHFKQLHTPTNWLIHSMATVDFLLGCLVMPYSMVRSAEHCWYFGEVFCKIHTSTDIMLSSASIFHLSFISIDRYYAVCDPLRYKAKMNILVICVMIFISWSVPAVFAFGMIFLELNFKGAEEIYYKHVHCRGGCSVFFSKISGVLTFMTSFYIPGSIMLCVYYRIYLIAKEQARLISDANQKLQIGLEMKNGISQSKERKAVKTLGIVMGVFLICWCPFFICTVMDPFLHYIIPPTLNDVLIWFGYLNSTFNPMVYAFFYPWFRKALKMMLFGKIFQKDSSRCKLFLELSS
#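 Material: CHO RD-HGA16 cells bearing hTAAR1; compound dosing: one-point dosing, 3 µM nominal final; schedule: dye loading 75 min at 37 °C, then 30 min room temperature; measured by: calcium fluorescence with Fluo-8; control set: vehicle and agonist controls; replication: n of 1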
# TAAR1 agonist = agonists of human TAAR1. activation, % at 3 µM. AID 624467. Q96RJ0. CHO RD-HGA16 TAAR1, Fluo-8 calcium fluorescence; vehicle wells 0%, saturating PEA agonist 100%. hit rate 0.99% among 360,000;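 active = activation above the mean activation of all test compounds in the run plus 3 SD, cut at about 38% in these data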
#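 Test system: RD-HGA16 (CHO) cells co-expressing Gα16 and hTAAR1 / Benchmarks: DMSO vehicle as 0%, PEA at EC100 as 100% / Repeats: no replicates (n 1) / Measure: % activation from peak over basal fluorescence ratio, DMSO-to-PEA scaled / Timing: 17-24 h plating, Fluo-8 75 min 37 °C, 30 min RT / Technique: kinetic Fluo-8 calcium fluorescence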
# The depositor's hits bear a star; x = not tested or not shown. This is a random part of the collection (roughly 3.7% active in at least one column).
SMILES,OXTR potentiator,M1 PAM,V1R ag counter,M1 antag,CHRM1 agonist,OXTR agonist,CHO parental Ca,TAAR1 antag,TAAR1 agonist
COc1cccc(NC(=O)CSc2nc(C3CC3)nc3ccccc23)c1,-1,11,2.3,-14,-1,-0.6,-14,-1,-1
COc1ccc(CN2C(=NC(=O)C3CCCO3)SC3CS(=O)(=O)CC32)cc1OC (stereo not drawn),-4,3,1.1,-4,-5,-0.1,-8,-26,18
Cc1noc(C)c1C(=O)Nc1cccc(S(=O)(=O)N2CCCCC2)c1,-1,5,2.0,2,-2,2.6,-16,8,5
Cc1ccc(NC(=O)CN(C)C(=O)c2ccc(C(F)(F)F)cc2)cc1,-11,5,0.9,-4,-2,-1.0,-13,16,1
COc1ccc(OC)c(NC(=O)CSc2nnc(CNC(=O)c3cc(OC)c(OC)c(OC)c3)o2)c1,-5,-1,0.9,6,-3,-0.5,-6,-3,0
COc1ccccc1Nc1ccncc1[N+](=O)[O-],-1,12,-0.3,-6,-6,-0.9,-7,3,1
Oc1ccc(Oc2ccc(Oc3ccc(O)cc3)cc2)cc1,-7,-3,4.8,-5,1,3.3,3,51*,8
O=C(CCN1C(=O)c2ccccc2C1=O)Nc1cccc(O)c1,-8,4,3.0,0,-1,-0.9,-3,-3,4
CCc1nnc(NS(=O)(=O)c2ccc(NC(=O)c3cccc(Br)c3)cc2)s1,-3,-2,0.4,2,-3,0.4,-6,-39,-1
CCOC(=O)c1cc2n(c1C)-c1ccccc1C2=O,-2,3,-0.5,1,-5,-1.7,-18,1,4
CC1(C(=O)NS(=O)(=O)c2ccccc2Cl)CCN1C(=O)Cc1ccccc1Cl (stereo not drawn),x,3,x,-8,0,x,x,-31,3
CCC1(CC)Cc2ccccc2C2=C(C(=O)N3CCCCC3)C(=O)C(=O)N21,-9,-7,-0.7,2,-3,0.2,-4,-8,3

# Printed as active in TAAR1 antag (from the list above):
SMILES	OXTR potentiator	M1 PAM	M1 antag	CHRM1 agonist	TAAR1 antag	TAAR1 agonist
Oc1ccc(Oc2ccc(Oc3ccc(O)cc3)cc2)cc1	-7	-3	-5	1	51*	8

# Further entries:
SMILES,OXTR potentiator,M1 PAM,V1R ag counter,M1 antag,CHRM1 agonist,OXTR agonist,CHO parental Ca,TAAR1 antag,TAAR1 agonist
CC12CCC(=O)C=C1CCC1C2CCC2(C)C(C(=O)CO)CC(O)C12 (stereo not drawn),x,5,x,-18,0,x,x,6,1
O=C(c1ccccc1NS(=O)(=O)c1cccc([N+](=O)[O-])c1)N1CCOCC1,-7,5,0.6,0,-5,-0.4,-5,1,2
CCNc1ccc(Br)cc(C(=O)/C=C/c2c(Cl)cccc2Cl)c1=O,-5,5,3.0,11,-2,3.6,-14,x,x
Cn1nc(C(=O)OCC(=O)c2ccc(Br)cc2)c2ccccc2c1=O,-5,-1,0.3,3,-2,-0.5,-16,23,2
CN(C)c1ccnc(C(=O)O)c1,-2,-3,1.5,10,-3,0.5,-7,4,2
Cc1cc(C)cc(OCC(=O)Nc2ccc(N3CCOCC3)cc2N2CCOCC2)c1,-4,8,-0.4,0,-1,-2.8,-19,5,0
CN(C)CCNC(=O)/C=C/c1cn(-c2ccccc2)nc1-c1cc2ccccc2oc1=O,-15,9,0.3,-5,0,-0.3,-21,9,1
O=C(NCCCN1CCOCC1)c1ccc2c(c1)N(Cc1ccc(Cl)cc1)C(=O)c1ccccc1S2=O (stereo not drawn),-14,-14,5.1,12,-3,5.6,-26,16,19
Cn1c(=O)c2[nH]c(C3CCC3)nc2n(C)c1=O,x,9,x,-8,-2,x,x,-14,0
COc1cc2c(cc1CNC[C@H]1O[C@@H](n3cc(C)c(=O)[nH]c3=O)C[C@@H]1O)OCO2,x,10,x,-18,-4,x,x,-9,1
CCOc1ccc(Nc2nc(Cl)nc(NCCO)n2)cc1,-6,5,-0.6,-6,-4,-1.8,-5,-17,-1
O=C1c2ccccc2NC(c2ccccn2)N1c1ccccc1F (stereo not drawn),5,11,-0.6,-12,-4,0.7,-16,7,3
CC(C)C(NC(=O)c1c(F)cccc1F)C(=O)NCCc1ccc(S(N)(=O)=O)cc1 (stereo not drawn),0,3,-0.3,-7,-3,0.4,-6,-20,2
COc1cccc(CN2CCC2(C)C(=O)Nc2cnc3ccccc3c2)c1F (stereo not drawn),x,-13,x,17,-5,x,x,53*,2
O=C(COc1ccccc1)Nc1ncn[nH]1,-8,13,0.5,-17,-2,0.8,-4,-19,0
CCN(CC)Cc1c(O)ccc2c(=O)c(-c3ccc4c(c3)OCCO4)coc12,-4,-6,-0.1,8,-6,-0.1,-13,-9,1
COc1cccc(-c2nc(SCC(=O)Nc3nc(-c4ccccc4)c(C)s3)[nH]c(=O)c2C#N)c1,-2,13,-0.1,-3,-8,-0.5,-17,4,10
COc1ccc(C2/C(=C(/O)c3ccc4c(c3)CC(C)O4)C(=O)C(=O)N2CCCN2CCOCC2)cc1OC (stereo not drawn),-6,2,0.9,-8,-3,-0.4,-9,-17,4
Nc1nc(=S)c2ncn(C3CCCCC3)c2[nH]1,x,-1,x,-8,-1,x,x,-4,1
CCN(CC)CCn1c2ccccc2c2n[nH]c(=S)nc21,-1,-28,-0.1,36*,-10,-1.2,-14,-8,5
CCCNCC1C(Oc2ccc(Cl)cc2Cl)C(=O)N1c1cccc(C)c1C (stereo not drawn),-8,-1,2.8,2,-6,2.2,-18,4,6
Cc1c(NC(=S)N/N=C/c2ccc(Br)cc2)c(=O)n(-c2ccccc2)n1C,-2,3,-2.0,-17,-6,-1.7,-19,-15,0
CCn1cnc2c([N+](=O)[O-])c(NS(=O)(=O)c3ccc(C)cc3)ccc21,-5,3,-0.5,5,-7,0.2,-13,4,11
Cn1c(=O)[nH]c(=O)c2c1nc(NCCc1ccccc1)n2CC(O)COc1ccccc1 (stereo not drawn),-15,-1,-0.6,2,-3,-2.4,-29,2,11
OC[C@@H](O)C(O)[C@@H](O)CO (stereo partly drawn),x,-4,x,-32,-6,x,x,7,-1
Cc1ccc(/C=N/NC(=O)C2CC(=O)N(c3ccccc3)C2)s1 (stereo not drawn),-7,4,0.4,1,-1,0.2,-7,3,0
CSCCC(=O)N1CCN(CC(=O)N2CCCC2)CC1,2,8,1.5,-10,-4,0.9,2,6,-1
O=C(CSc1nnc(Cc2cccs2)n1Cc1ccco1)Nc1ccc(Br)cc1,-9,5,-0.1,4,-2,-2.3,-24,0,10
CC(=O)OC1(C(C)=O)CCC2C3CC4OC45CC(O)CCC5(C)C3CCC21C (stereo not drawn),x,7,x,-6,-2,x,x,6,0
Cc1ccc(S(=O)(=O)N(CC(=O)N2CCN(c3ccccc3F)CC2)C2CCCCC2)cc1,-7,-7,-0.2,17,-4,-1.0,18,-12,5
COc1ccc(C=NCCC2(O)CC(C)N(C)CC2C)cc1 (stereo not drawn),-14,1,0.0,-15,-3,0.2,-5,10,0
Cc1c(NC(=O)COC(=O)Cn2cc(C(F)(F)F)ccc2=O)cccc1[N+](=O)[O-],-8,4,0.5,-6,0,0.5,-1,3,0
Cc1cc([N+](=O)[O-])nn1CC(=O)N1CCN(Cc2ccccc2)CC1,-4,5,0.0,-4,-4,1.1,3,0,6
Cc1ccsc1/C=C1/SC(=O)N(CC(=O)N2CCCC2)C1=O,-1,0,-0.2,-1,-4,-0.6,-14,-2,-1
Cc1cc(C)c(S(=O)(=O)NCc2ccc3c(c2)cc(C)n3C)c(C)c1,-5,2,0.0,-9,-5,-0.8,-15,-16,4
COc1ccc(S(=O)(=O)NCc2csc(-c3cccnc3)n2)cc1,-3,3,0.1,-8,-2,0.5,-11,-11,1
Cc1cc(C(F)(F)F)c(C#N)c(SCC(=O)NC2CC2)n1,0,3,1.1,-7,-6,1.2,-10,3,1
COc1ccccc1N=Nc1c(C)noc1C,-4,9,-0.4,-11,-7,-2.2,-9,-15,-1
Cc1ccc([N+](=O)[O-])cc1NC(=O)c1ccccc1,-11,9,0.0,-8,-5,-0.8,2,6,-1
Cc1nn(-c2ccccc2)c2sc(C(=O)N(CC(=O)NC(C)(C)C)Cc3ccco3)cc12,-8,9,-1.0,-26,-3,-2.5,-33,17,7
Cc1noc(C)c1COC(=O)CCc1nc2ccccc2s1,-7,8,1.1,-14,-3,-0.4,-6,-1,0
Cc1nc(NC(=O)c2ccco2)sc1C(=O)O,-5,3,0.5,-4,-3,0.0,-10,-26,14
CC1CCN(S(=O)(=O)c2ccc(S(=O)(=O)NCc3ccccc3)cc2)CC1,2,5,0.3,-4,-4,-0.3,3,9,3
Cc1ccc(-n2cc(CN(C)Cc3nccn3C)c(-c3ccc(F)cc3)n2)cc1,1,13,0.1,-9,-14,-0.7,-30,-2,19
Cn1c(=O)c2c(n(C)c1=O)=NC1(CCCCC1)ON=2,-5,6,1.0,-13,-4,-0.8,2,-5,14
O=C(NC12CC3CC(CC(C3)C1)C2)c1cc(F)c(F)cc1Cl,11,7,-2.5,-16,-4,-2.8,-12,-19,12
CN(CCc1ccccn1)C(=O)c1cc(COc2ccc(F)cc2F)on1,-1,1,1.3,2,-4,0.2,-2,0,0
O=C1CSC(=Nc2ccc(Cl)cc2)N1Cc1ccco1,-6,-6,-1.6,14,-4,-3.0,-12,-34,0

# Two records picked at random from those above, as already listed:
SMILES,OXTR potentiator,M1 PAM,V1R ag counter,M1 antag,CHRM1 agonist,OXTR agonist,CHO parental Ca,TAAR1 antag,TAAR1 agonist
O=C1CSC(=Nc2ccc(Cl)cc2)N1Cc1ccco1,-6,-6,-1.6,14,-4,-3.0,-12,-34,0
CN(CCc1ccccn1)C(=O)c1cc(COc2ccc(F)cc2F)on1,-1,1,1.3,2,-4,0.2,-2,0,0

# Carrying on:
SMILES,OXTR potentiator,M1 PAM,V1R ag counter,M1 antag,CHRM1 agonist,OXTR agonist,CHO parental Ca,TAAR1 antag,TAAR1 agonist
COC(=O)C(C)(C)ONC(=O)Nc1ccccc1Br,-4,6,-0.1,-5,-7,-2.0,-11,-4,-1
N/C(Cc1ccc([N+](=O)[O-])cc1)=N\OC(=O)Cc1ccccc1,-7,3,1.0,4,-7,-1.3,-8,10,4
O=C(NCCCSc1ccccc1)c1cc(Br)ccc1O,x,-12,x,31*,2,x,x,16,1
CC(=O)c1ccc(NC(=S)NC(=O)c2c(Cl)c(C)nn2C)cc1,-5,9,1.4,-8,-7,0.0,-19,1,0
COc1cccc(C2C(C#N)=C(N)SC(c3ccccc3)C2[N+](=O)[O-])c1 (stereo not drawn),-18,-6,4.3,15,-4,8.9,9,3,7
